Source: PubChem
SV40 large T antigen: SV40 large T antigen inhibitors, biochemical (AID 1903). SV40 large T antigen ATPase/helicase inhibition assay; higher % means a stronger effect. one-dose inhibition, % at 20 µM; IC50 in µM for titrated hits. hit rate 0.39% among 310,000; in the data active means a potency from the dose series; further: strong numbers were not always called active
KOR beta-arrestin-1: KOR antagonists, beta-arrestin recruitment, cell-based, luminescence, uHTS (AID 1778); KOR beta-arrestin recruitment, luminescence, antagonist mode; higher % means a stronger effect; inhibition, % at 10 µM; hits with a dose series show IC50 in µM; hit rate 0.091% among 290,000; further: strong numbers were not always called active
Rac1 GTP hydrolysis: MgcRacGAP GTPase-activating activity inhibitors, confirmation, biochemical, ADP Hunter fluorescence. MgcRacGAP-stimulated Rac1 GTP hydrolysis, ADP Hunter fluorescence; higher % means a stronger effect; GST-tagged Rac1 F28L mutant substrate. one-dose inhibition, % at 30 µM; IC50 in µM for titrated hits. hit rate 0.6% among 340,000;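 active means first-screen hits whose inhibition reached a set limit at any dose in the follow-up dose series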;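 further: fluorescence reports GDP produced by GAP-driven GTP hydrolysis; strong numbers were not always called active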
GPR55 LPI antagonism: inhibition of LPI-stimulated GPR55 beta-arrestin translocation – imaging, U2OS, beta-arrestin-GFP, LPI agonist, primary screen (AID 2013); U2OS GPR55 beta-arrestin-GFP translocation imaging, LPI antagonism; higher % means a stronger effect; inhibition, % at 10 µM; hits with a dose series show IC50 in µM; hit rate 0.13% among 290,000;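 active means spots per cell inhibited over 60%, with over 100 cells counted and total cytoplasm intensity under 500,000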;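 further: U2OS cells stably carrying GPR55 and arrestin-GFP stimulated by 5 µM LPI near EC80; imaged beta-arrestin-GFP aggregate spots per cell after agonist stimulation; plate controls were LPI-stimulated DMSO wells for no effect and DMSO wells without LPI for full effect; some results filed as inactive read as strong as hits; confirmed hits need IC50 under 10 µM and bright autofluorescent wells are also inconclusive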
NOD1 NF-kB reporter: NOD1 signaling inhibitors, primary screen, cell-based, luminescence, uHTS (AID 1578); NOD1-driven NF-kB luciferase reporter cells, luminescence; higher % means a stronger effect; inhibition, % at 4 µM; hits with a dose series show EC50 in µM; hit rate 1% among 290,000; in the data active means inhibition mostly above about 36%, no sharp cut-off; inactive means mostly below about 34%;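 further: HEK-293T reporter cells stimulated with the NOD1 agonist gamma-tri-DAP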
HIV fusion peptide: inhibitors of HIV fusion peptide binding, primary screen, biochemical, uHTS, fluorescence dequenching (AID 1986). inhibition, % at 20 µM; hits with a dose series show IC50 in µM. cell-free peptide binding, fluorescence dequenching, 30 min; higher % means a stronger effect. hit rate 0.3% among 290,000; in the data active means inhibition mostly above about 52%, no sharp cut-off; inactive means mostly below about 76%; further: some results filed as inactive read as strong as hits
GPR55 activation: GPR55 agonists via beta-arrestin recruitment, primary screen, imaging, U2OS cells, beta-arrestin-GFP redistribution (AID 1961) | U2OS GPR55 beta-arrestin-GFP redistribution imaging; higher % means a stronger effect | one-dose activation, % at 10 µM; EC50 in µM for titrated hits | hit rate 0.048% among 290,000;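 active means activation above 40% with more than 50 cells counted in the well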;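 further: U2OS osteosarcoma cells stably expressing GPR55 and beta-arrestin-GFP; plate controls were DMSO negative control for no effect and LPI positive control for full effect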
NOD2 inhibition: NOD2 signaling inhibitors, cell-based, luminescence, uHTS, HEK293 (AID 1566); HEK293 NOD2/NF-kB luciferase reporter, luminescence; higher % means a stronger effect; hit rate 0.63% among 290,000; inhibition, % at 4 µM; hits with a dose series show EC50 in µM; further: many of its hits are not listed in these tables
KOR beta-arrestin-2: kappa opioid receptor activators – cell-based, luminescence, uHTS, primary screen (AID 1777). KOR beta-arrestin recruitment, luminescence; higher % means a stronger effect. one-dose activation, % at 10 µM; EC50 in µM for titrated hits. hit rate 0.02% among 280,000; in the data active means activation above about 50%, passing the limit was not always enough; further: a part of the inactive calls stands beside numbers as strong as those of hits
* marks the source's active call; other numbers are inactive results; . = no result given; [ ] = dose if it differs, or a comment. Unless noted, no stated cut-off is given here; in the data, active means inhibition above about 50%; inactive means the rest. Not all compounds are listed (hit frequency here may not be typical).

GPR55 LPI antagonism	KOR beta-arrestin-2	SV40 large T antigen	KOR beta-arrestin-1	NOD1 NF-kB reporter	HIV fusion peptide	Rac1 GTP hydrolysis	NOD2 inhibition	GPR55 activation	Structure
10%	3.3%	18%	38%	-1%	-1.8%	7%	17%	0.0%	CCCCN(CC)C(=S)Nc1ccc2nc3n(c(=O)c2c1)CCCCC3
-26%	-2.2%	9%	-34%[20 µM]	-16%	-1.0%	8%	-1%	1.6%	COc1ccccc1C(=O)Nc1ccncc1
11%	1.0%	12%	.	-23%	7.8%	5%	9%	0.2%	CCSC1=N/C(=C\c2cccc(F)c2)C(=O)S1
-6%	-5.3%	6%	-18%[20 µM]	-19%	0.3%	6%	-1%	-0.2%	NNc1nc(-c2ccccc2Cl)nc2ccccc12
12%	11%	14%	-6%	18%	1.3%	25%	-10%	-0.4%	Cc1ccc(-c2nc(N)s[n+]2-c2ccccc2)cc1
-3%	2.5%	-2%	-7%	2%	0.2%	2%	6%	0.0%	COc1ccc(C(=O)N2CCN(Cc3cn[nH]c3-c3ccc(OC)cc3F)CC2)cc1
-3%	-2.9%	2%	1%	-12%	-1.6%	-1%	19%	-0.1%	CCn1c(=O)c(=O)[nH]c2cc(C(=O)NCC3CCCCC3)ccc21
-8%	0.4%	5%	-1%[20 µM]	-32%	-2.2%	10%	-58%	-0.1%	CC1(C)CNc2cc([N+](=O)[O-])ccc2S1
-1%	-2.4%	1%	-6%	-17%	-0.3%	-2%	-13%	-0.5%	Cc1ccccc1NP(=O)(c1ccccc1)c1nc2ccccc2s1 (stereo not drawn)
18%	-4.3%	14%	17%	10%	-2.5%	1%	-1%	-0.1%	Nc1ccc(C(=O)N/N=C/c2cn(Cc3ccccc3)c3ccccc23)cc1
-3%	-4.3%	1%	-6%	-24%	-1.6%	-1%	15%	-0.3%	Cc1c(NC(=O)COC(=O)c2ccc(Br)o2)c(=O)n(-c2ccccc2)n1C
9%	0.5%	1%	1%	5%	2.5%	5%	11%	-0.2%	Clc1cc2cccnc2c2ccccc12
9%	-4.6%	21%	-30%	-25%	2.7%	16%	10%	0.4%	COc1ccc(N2CCN(C(=O)Nc3ccccc3C)CC2)cc1
-4%	-3.3%	4%	-42%[20 µM]	-11%	0.7%	1%	-2%	-0.1%	FC(F)(F)c1ccc(Oc2ccccc2Cl)nc1
-1%	-6.6%	6%	13%	-14%	-1.5%	10%	24%	0.4%	Cc1c(N2C(=O)c3ccc4c5c(ccc(c35)C2=O)CC4)c(=O)n(-c2ccccc2)n1C
0%	15%	-3%	-38%	-21%	-2.1%	.	2%	-0.2%	CC1CCC(NC(=O)c2ccc(/C=C3\Oc4ccccc4N(C)C3=O)cc2)CC1 (stereo not drawn)
1%	-2.4%	2%	30%	-12%	-1.4%	6%	3%	-0.1%	COc1ccccc1-c1nnc(SCC(=O)NC2CCCCC2)o1
-1%	-8.5%	9%	28%	14%	-0.1%	11%	3%	-0.2%	CCOC(=O)CCCNC(=O)COC(=O)CCC(=O)c1ccc(F)cc1
7%	1.8%	10%	-11%	-20%	4.7%	2%	9%	0.2%	CC(Cc1ccccc1)C(=O)NCCO (stereo not drawn)
-4%	0.8%	3%	0%	-41%	1.8%	4%	14%	-0.2%	C=CCSc1nc2sc(-c3ccccc3)cc2c(=O)n1N
-3%	-1.6%	6%	-58%[20 µM]	-31%	1.3%	4%	-7%	-0.3%	CC(NC(=O)CSc1ccccc1)c1ccccc1 (stereo not drawn)
3%	-3.0%	4%	-38%[20 µM]	6%	-0.1%	6%	1%	0.6%	COCCNC(=O)c1cccc(OC2CCN(Cc3cccc(C(C)=O)c3)CC2)c1
12%	8.4%	1%	-17%	8%	0.9%	7%	11%	0.0%	Cc1cccc(C(=O)NNC(=O)c2ccc(-c3ccccc3)cc2)c1
3%	-5.5%	9%	19%	-15%	-1.0%	0%	2%	0.1%	CCCCN(Cc1ccccc1)C(=O)CCN1C(=O)C2C3C=CC(C3)C2C1=O (stereo not drawn)
4%	-3.0%	7%	13%	-26%	12%	10%	10%	0.4%	COc1ccc(CC(=O)N/N=C/c2cccn2-c2ccc([N+](=O)[O-])cc2)cc1OC
-1%	-5.1%	.	-9%[20 µM]	-23%	-1.3%	3%	-7%	-0.3%	Cc1ccc(NS(=O)(=O)c2cc3[nH]c(=O)c(=O)[nH]c3cc2C)c(C)c1
8%	-0.7%	10%	-2%	-24%	5.1%	7%	-3%	-0.1%	Cc1ccc(-c2nc(CN3CCCC(C(=O)N4CCOCC4)C3)c(C)o2)cc1 (stereo not drawn)
3%	-2.1%	15%	18%	-28%	-1.5%	7%	-6%	0.2%	CCCC12CN3CCN(CC(C3)/C1=N\NC(=O)c1ccccc1N)C2
9%	1.8%	0%	-13%	-12%	-2.1%	3%	2%	-0.1%	O=C(CN(Cc1ccco1)C(=O)c1cc(=O)[nH]c2ccccc12)Nc1ccccc1C(F)(F)F
-1%	-2.5%	2%	1%	-4%	0.3%	12%	-21%	0.4%	CN(Cc1cnccn1)Cc1nc(Cc2cccc(F)c2)no1

Rewritten as a markdown table: 6 of the compounds above
| mol | GPR55 LPI antagonism | KOR beta-arrestin-2 | SV40 large T antigen | KOR beta-arrestin-1 | NOD1 NF-kB reporter | HIV fusion peptide | Rac1 GTP hydrolysis | NOD2 inhibition | GPR55 activation |
| --- | --- | --- | --- | --- | --- | --- | --- | --- | --- |
| Cc1ccc(-c2nc(CN3CCCC(C(=O)N4CCOCC4)C3)c(C)o2)cc1 (stereo not drawn) | 8% | -0.7% | 10% | -2% | -24% | 5.1% | 7% | -3% | -0.1% |
| CCCCN(Cc1ccccc1)C(=O)CCN1C(=O)C2C3C=CC(C3)C2C1=O (stereo not drawn) | 3% | -5.5% | 9% | 19% | -15% | -1.0% | 0% | 2% | 0.1% |
| CC(NC(=O)CSc1ccccc1)c1ccccc1 (stereo not drawn) | -3% | -1.6% | 6% | -58%[20 µM] | -31% | 1.3% | 4% | -7% | -0.3% |
| COCCNC(=O)c1cccc(OC2CCN(Cc3cccc(C(C)=O)c3)CC2)c1 | 3% | -3.0% | 4% | -38%[20 µM] | 6% | -0.1% | 6% | 1% | 0.6% |
| CCCC12CN3CCN(CC(C3)/C1=N\NC(=O)c1ccccc1N)C2 | 3% | -2.1% | 15% | 18% | -28% | -1.5% | 7% | -6% | 0.2% |
| Cc1cccc(C(=O)NNC(=O)c2ccc(-c3ccccc3)cc2)c1 | 12% | 8.4% | 1% | -17% | 8% | 0.9% | 7% | 11% | 0.0% |

More compounds.
GPR55 LPI antagonism	KOR beta-arrestin-2	SV40 large T antigen	KOR beta-arrestin-1	NOD1 NF-kB reporter	HIV fusion peptide	Rac1 GTP hydrolysis	NOD2 inhibition	GPR55 activation	Structure
4%	-1.5%	-2%	12%	-47%	-0.1%	11%	11%	-0.5%	CCc1nc2ccccc2n1CC(C)C(=O)O (stereo not drawn)
6%	0.5%	35%	36%	-37%	-2.9%	36µM*	8%	0.9%	COc1cc(/C=N/NC(=O)c2cccc(NC(=O)c3ccccc3C)c2)ccc1O
7%	-1.3%	15%	-5%	-36%	-1.4%	7%	2%	0.0%	C=CCN1CCN(C(=O)c2cc3c(s2)CCCC3)CC1
10%	-3.9%	3%	21%	-2%	-0.3%	5%	8%	0.0%	CCCc1cc(=O)[nH]c(SCC(=O)NN(c2ccccc2)c2ccccc2)n1
6%	-1.6%	17%	-18%	-10%	-2.3%	-4%	17%	-0.2%	COCCCN(C(=S)NC(=O)c1ccc(C(C)(C)C)cc1)c1c(N)n(Cc2ccccc2)c(=O)[nH]c1=O
4%	0.7%	-1%	-8%[20 µM]	-32%	1.8%	6%	12%	0.2%	O=C(CCN1C(=O)[C@@H]2Cc3ccccc3CN2C1=O)N[C@@H](C(=O)O)c1ccccc1
7%	-0.2%	18%	-4%	-29%	-0.6%	14%	6%	0.1%	CC(=O)Nc1nnc(CCS(=O)(=O)c2ccc(Cl)cc2)s1
-1%	2.2%	13%	-39%	10%	0.4%	10%	13%	-0.2%	CCc1ccc(CNC(=O)C2CCN(S(=O)(=O)N3CC(C)CC(C)C3)CC2)cc1 (stereo not drawn)
-5%	1.2%	16%	-40%	-6%	1.3%	3%	-27%	0.0%	O=C1CC(=O)C(n2cncn2)C(c2cccc(Cl)c2)C1 (stereo not drawn)
1%	-1.9%	1%	13%	48%	6.3%	8%	36%	-0.1%	O=C(O)CSc1ncnc2sc3c(c12)CCC3
2%	5.3%	17%	6%	-9%	2.6%	5%	19%	0.1%	O=C(Oc1c(-c2ccccc2Cl)oc2ccccc2c1=O)c1ccc(Cl)cc1
5%	1.7%	0%	11%	-10%	1.7%	-2%	9%	0.3%	CCOc1ccc(N2CC(C(=O)Nc3ccccc3C(=O)NC3CC3)CC2=O)cc1 (stereo not drawn)
-2%	-2.9%	.	-10%	-28%	1.7%	10%	13%	0.0%	O=C(c1cccc(NS(=O)(=O)c2cccc(F)c2)c1)N1CCCC1
12%	-2.0%	9%	22%	1%	1.6%	27%	-23%	-0.1%	Cc1cc(C)nc(SCC(=O)NC2=NN=C(c3ccc(Br)cc3)CS2)n1
2%	3.8%	7%	-19%	-28%	1.2%	-7%	3%	0.1%	Cc1ccc2nc(SCC(=O)c3c(N)n(C)c(=O)n(C)c3=O)[nH]c2c1
14%	4.5%	6%	27%	-9%	-0.2%	-9%	-12%	-0.1%	CCOC(=O)C1=NNC(C(=O)c2ccccc2)C1c1ccc(Cl)cc1 (stereo not drawn)
-22%	0.5%	28%	-8%	-6%	7.0%	7%	10%	-0.1%	COCc1cc(CN2CCCC(C(=O)Nc3ccc(-c4ccco4)cc3)C2)ccc1OC (stereo not drawn)
6%	-1.2%	24%	16%	23%	7.0%	7%	13%	-0.1%	CCOC(=O)Nc1ccc2c(c1)Sc1ccccc1N2C(=O)CCN1CCOCC1
0%	-7.1%	6%	21%	-15%	-0.9%	3%	-2%	-0.2%	Cc1cc(N)ccc1S(C)(=O)=O
0%	-1.4%	6%	-22%	-15%	-1.4%	7%	-69%	-0.1%	N#Cc1cnc2nc(SCc3ccccc3)nn2c1
1%	-4.4%	10%	10%	-39%	-3.4%	-4%	-92%	-0.2%	Nc1nc(CSc2ncn(-c3ccccc3)n2)cs1
2%	-2.8%	5%	-30%	-8%	-1.0%	5%	1%	0.0%	O=C(O)CCNC(=O)OCC1c2ccccc2-c2ccccc21
